Screening data from PubChem BioAssay.
yeast mec2-1: NCI yeast anticancer drug screen, S. cerevisiae mec2-1 strain; % growth inhibition at 50 µM; actives 9% (n = 79,000); AID 157;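 further: 0% = growth of vehicle-only cultures of the same strain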
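Strain: mec2-1 (DNA repair/cell cycle alteration). Compound exposure, then growth measured; inhibition expressed relative to vehicle.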
yeast bub3: NCI yeast anticancer drug screen, S. cerevisiae bub3 mutant strain | actives 9.9% (n = 78,000) | AID 167 | growth inhibition, % at 50 µM;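 further: 0% = growth of vehicle-only cultures of the same strain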
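Whole-cell yeast assay. The mutant strain was incubated with compounds, and growth inhibition was determined by comparison with vehicle-treated cells.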
yeast cln2 rad14: NCI yeast anticancer drug screen, S. cerevisiae cln2 rad14 strain; % growth inhibition at 50 µM; actives 8.3% (n = 78,000); AID 165;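 further: 0% = growth of vehicle-only cultures of the same strain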
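Test compounds were added to cln2 rad14 yeast cultures; inhibition of growth was then determined by comparison with vehicle treatment.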
yeast sgs1 mgt1: NCI yeast anticancer drug screen, S. cerevisiae sgs1 mgt1 strain; % growth inhibition at 50 µM; actives 10% (n = 78,000); AID 161;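 further: 0% = growth of vehicle-only cultures of the same strain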
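Growth of a repair-deficient yeast mutant was monitored after compound treatment and expressed as inhibition relative to vehicle-treated cultures.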
rad50: NCI yeast anticancer drug screen, S. cerevisiae rad50 strain | % growth inhibition at 50 µM | actives 10% (n = 79,000) | AID 155;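 further: 0% = growth of vehicle-only cultures of the same strain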
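DNA repair mutant yeast, compound exposure, growth read-out; inhibition is taken relative to vehicle.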
mlh1 rad18: NCI yeast anticancer drug screen, S. cerevisiae mlh1 rad18 strain; % growth inhibition at 50 µM; actives 11% (n = 79,000);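 further: 0% = growth of vehicle-only cultures of the same strain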
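Inhibition values reflect reduced growth of mutant yeast versus vehicle-treated controls following compound exposure; the mutations affect DNA damage repair.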
Numbers without * were called inactive; & = joins results of further samples. No stated cut-off is given here; in the data, active means growth inhibition above about 70%; inactive means the rest.

Sample of the layout, eleven compounds:
SMILES | yeast mec2-1 | yeast bub3 | yeast cln2 rad14 | yeast sgs1 mgt1 | rad50 | mlh1 rad18
O=C(NC1C=Nc2ccccc2NC1=O)c1ccc(Cl)cc1 (stereo not given) | 8 | 2 | -2 | 18 | -2 | 2
[Br][Pt+2][Br].[NH-]c1cccc(I)c1.[NH-]c1cccc(I)c1 | 22 | 3 | 13 | 31 | 40 | 89*
CN(C)c1ccc(C2ON=C(c3ccccc3)N2C23CC4CC(CC(C4)C2)C3)cc1 (stereo not given) | -3 | -11 | 55 | -7 | -12 | -24
O=C(O)c1c(F)c(F)c(-c2c(F)c(F)c(C(=O)O)c(C(=O)O)c2F)c(F)c1C(=O)O | 6 | 1 | 7 | -5 | 2 | -6
CN(C)CCOC(=O)c1ccccc1 | 22 | 37 | 27 | 24 | 49 | 42
O=C(O)c1cc(I)ccc1O | 0 | -13 | -34 | -1 | -7 | 27
[CH2+][B-]1(C)n2cc(Br)c[n+]2[B-](C)(C)[n+]2cc(Br)cn21 | 17 | 7 | 10 | 8 | 16 | 23
CCC1(N=[N+]=[N-])C(=O)Nc2cc(C)ccc2C1=O (stereo not given) | 20 | 31 | 24 | 44 | 48 | 12
NCCCCCCN1CCN(c2cccc(Cl)c2)CC1 | 22 | 14 | 8 | 15 | 14 | -13
CC(=O)OCC1OC(n2ncnc2CI)C(OC(C)=O)C(OC(C)=O)C1OC(C)=O (stereo not given) | 8 | 4 | 17 | 14 | 37 | 22
O=S(=O)(Cc1c[nH]c2ccccc12)c1ccccc1 | -3 | 20 | 11 | 31 | 34 | 38

Main list, repeating the preview:
SMILES | yeast mec2-1 | yeast bub3 | yeast cln2 rad14 | yeast sgs1 mgt1 | rad50 | mlh1 rad18
O=C(NC1C=Nc2ccccc2NC1=O)c1ccc(Cl)cc1 (stereo not given) | 8 | 2 | -2 | 18 | -2 | 2
[Br][Pt+2][Br].[NH-]c1cccc(I)c1.[NH-]c1cccc(I)c1 | 22 | 3 | 13 | 31 | 40 | 89*
CN(C)c1ccc(C2ON=C(c3ccccc3)N2C23CC4CC(CC(C4)C2)C3)cc1 (stereo not given) | -3 | -11 | 55 | -7 | -12 | -24
O=C(O)c1c(F)c(F)c(-c2c(F)c(F)c(C(=O)O)c(C(=O)O)c2F)c(F)c1C(=O)O | 6 | 1 | 7 | -5 | 2 | -6
CN(C)CCOC(=O)c1ccccc1 | 22 | 37 | 27 | 24 | 49 | 42
O=C(O)c1cc(I)ccc1O | 0 | -13 | -34 | -1 | -7 | 27
[CH2+][B-]1(C)n2cc(Br)c[n+]2[B-](C)(C)[n+]2cc(Br)cn21 | 17 | 7 | 10 | 8 | 16 | 23
CCC1(N=[N+]=[N-])C(=O)Nc2cc(C)ccc2C1=O (stereo not given) | 20 | 31 | 24 | 44 | 48 | 12
NCCCCCCN1CCN(c2cccc(Cl)c2)CC1 | 22 | 14 | 8 | 15 | 14 | -13
CC(=O)OCC1OC(n2ncnc2CI)C(OC(C)=O)C(OC(C)=O)C1OC(C)=O (stereo not given) | 8 | 4 | 17 | 14 | 37 | 22
O=S(=O)(Cc1c[nH]c2ccccc12)c1ccccc1 | -3 | 20 | 11 | 31 | 34 | 38
CCOC(=O)C1C(C)=CC(=O)CC1C(C)C (stereo not given) | -8 | -16 | -21 | 6 | 4 | 5
CCCN(CCC)S(=O)(=O)c1ccc(NC(=O)OC(c2ccccc2)c2ccccc2)cc1 | 5 | -3 | 17 | 15 | 29 | 7
COc1cc2cc3c4cc(OC)c(OC)cc4cc[n+]3c(CCC(=O)O)c2cc1OC | -7 | 2 | -41 | -12 | 2 | 21
O=C(O)Cc1ccccc1-c1ccccc1 | -8 | -6 | 22 | -19 | -22 | -43
N/C(=N\O)c1ccc(Cl)cc1 | -3 | -21 | -1 | 37 | 43 | -1
CC1NC(=O)C2CCCN2C(=O)C2CCCN2C(=O)C(C(C)C)NC(=O)C(Cc2ccccc2)NC(=O)C(Cc2ccccc2)NC(=O)C2CCCN2C(=O)C2CCCN2C(=O)C(Cc2ccccc2)NC(=O)C(Cc2ccccc2)NC1=O (stereo not given) | -8 | 1 | 3 | -2 | 7 | 17
CCCNC(=O)Nc1ccc(Nc2ccccc2)cc1 | 2 | 18 | 4 | 0 | 6 | 2
O=C1C2C3CCC(C3)C2N1Cc1ccccc1 (stereo not given) | -2 | 14 | -27 | -2 | 6 | -15
CC(=O)NNc1nc(C)c(C(=O)NNC(=O)C(=O)Nc2ccc(Cl)cc2Cl)s1 | 39 | 45 | -38 | 53 | 55 | 74*
CN(Cc1ccccc1)C(=O)Nc1ccccc1 | -27 | 8 | -45 | -3 | 2 | -2
CC(C)(O)CC(=O)/C=C\c1ccc2c(c1)OCO2 | 28 | -4 | -12 | 10 | 26 | 4
CCC(=O)Oc1ccc(Cl)cc1Cl | -5 | 3 | -10 | 5 | -2 | 15
O=S(=O)(O)n1ccnc1 (tested in a mixture with another compound) | 12 | 15 | -28 | 1 | 21 | 18
Nc1nc(N)nc(-c2ccccc2-c2nc(N)nc(N)n2)n1 | -3 | 14 | -18 | 3 | -6 | 7
COc1ccc(Cl)cc1N | -4&-16 | -3&3 | 22&8 | -3&-13 | 17&-14 | 16&-8
CC1(C)C2CCC1(C)C(N=C(N)CSS(=O)(=O)O)C2 (stereo not given) | 20 | -36 | 45 | 21 | 12 | 1
Cc1ccc(/[N+]([O-])=N/N2C(=O)c3ccccc3C2=O)cc1 | -19 | -17 | -24 | -10 | -15 | -3
CCOC(=O)/C(O)=C/c1nc2ccccc2nc1C | 6 | -17 | -6 | 9 | 19 | 15
O=C(O)CCCCCCCCCCCc1ccccc1 | -17 | 6 | -13 | -19 | -31 | -38
O=C1C(Cl)(Cl)C(=O)C(Cl)(Cl)C(=O)C1(Cl)Cl | 24 | 16 | 0 | 47 | 20 | 32
CCOc1ccc2c(c1)[n+]([O-])c(S(=O)(=O)c1ccc(C)cc1)c(N)[n+]2[O-] | 48 | 93* | 90* | 91* | 91* | 94*
CC1=C(/C=C/C(C)=C/C=C/C(C)=C/CO)C(C)(C)CCC1 | 4 | -42 | 11 | -3 | 15 | 7
C=CCNC(=S)NCc1ccc(C)cc1 | 13 | 7 | -37 | 11 | 10 | 22
C=C(C)n1c(=O)[nH]c2ccccc21 | -7 | -1 | -14 | 3 | 3 | 4
COc1ccccc1NC(N)=S | -8 | -4 | 3 | 6 | -9 | -27
CCCCCCCCCCCC[N+]12CC[N+](C)(CC1)CC2 | -24 | -28 | -49 | -11 | 16 | -16
CCOC(=O)c1c2ccc(/C=C/c3ccccn3)ccc-2c(C(=O)OCC)c1N | -5 | 1 | 13 | -1 | 15 | -3
CCOC(=O)C(N)CS (stereo not given) | -66&-23 | -31&-28 | 7&-27 | -6&-2 | -31&-1 | -28&5
O=C(O)C1Cc2ccccc2OC1=O (stereo not given) | -26 | 0 | 1 | -17 | -18 | -22
O=C(O)c1ccc2c(c1)Cc1ccccc1-2 | 48 | 36 | 45 | 51 | 30 | 42
O=C(O)/C(=C/C=C/c1ccccc1)c1csc(-c2nc(/C(=C\C=C\c3ccccc3)C(=O)O)cs2)n1 | 13 | 19 | 17 | 19 | 22 | 9
C(CN1CCC2CCC(C2)C1)=C(c1ccccc1)c1ccccc1 (stereo not given) | -1 | 26 | -18 | 15 | 4 | 4
O=C(O)CSc1nc2c(Cl)c(Cl)c(Cl)cc2[nH]1 | -14 | 13 | 2 | 2 | -12 | -10
Nc1ccc(SCCC(=O)O)cc1 | 1 | 6 | 2 | 0 | 19 | -13
COc1ccc(Cl)cc1NC(=O)Oc1cc2ccccc2cc1C(=O)Nc1ccccc1 | -8 | -3 | -25 | -21 | -9 | -14
Cc1cccc(/C=N\N=C\c2cccc(C)n2)n1 | -10 | -1 | -3 | -3 | 4 | 23
COc1ccc2c(c1)C(=O)c1ccccc1C2 | 24 | 75* | -20 | -5 | 7 | 16
COCC(O)CN1CCN(C(=S)Nc2ccccc2)CC1 (stereo not given) | -2 | -5 | -23 | 2 | -1 | -8
Cc1cc[n+](C2CCC3(C)C(=CCC4C3CCC3(C)C(C(C)CCCC(C)C)CCC43)C2)cc1 (stereo not given) | 96* | 96* | 64 | 98* | 96* | 98*
C/C(=N\NC(=S)NCCCCNC(=S)N/N=C(\C)c1ccccn1)c1ccccc1 | 36 | 38 | 4 | 15 | -4 | 14
C/C(CC(=O)Nc1ccccc1C)=N/NS(=O)(=O)c1ccc(C)cc1 | -5 | -18 | 19 | 10 | -2 | -7
CC(C)(C)CC1(C)NC(=O)NC1=O (stereo not given) | 8 | 7 | -58 | 13 | -7 | 8
CCOC(=O)CC(O)(CCc1ccccc1)c1ccccc1 (stereo not given) | 55 | 21 | -18 | -2 | 25 | 10
CCOc1cc(N)nc(N)n1 | -10 | 6 | 6 | 7 | 13 | -8
N#CC/C(C#N)=C/OC(=O)c1ccc(Cl)cc1 | -4 | -18 | -33 | -13 | 12 | -7
Cc1cccc(Cl)c1N=Nc1c(N)nc(N)[nH]c1=O | -21 | 0 | -5 | -5 | 16 | 0
O/N=C1\CCc2nonc2\C1=N/Nc1ccccc1 | 3 | 7 | 1 | -2 | -2 | -2
CN(C)c1ccc(/C=C(/NC(=O)c2ccccc2)c2nc3ccc(Cl)cc3[nH]2)cc1 | 68 | 72* | 61 | 67 | 65 | 74*
CCC1CCC(OC(=O)Nc2cccc3ccccc23)CC1 (stereo not given) | -26 | 5 | 4 | -5 | 12 | -10

(next part)
SMILES | yeast mec2-1 | yeast bub3 | yeast cln2 rad14 | yeast sgs1 mgt1 | rad50 | mlh1 rad18
O=S(=O)(N=S(c1ccccc1)c1ccccc1)c1ccccc1 | -66 | -60 | -21 | -63 | -67 | -51
CCCCCN(CCCCC)C(=O)CCl | 54 | 82* | -7 | 69 | 69 | 85*
NC(=S)N/N=C\c1nccc2ccccc12 | 100* | 99* | 98* | 99* | 99* | 98*
O=C1NC(=O)C(c2ccsc2)(c2cccs2)N1 (stereo not given) | -9 | 5 | 14 | 1 | 21 | -2
CCCCCCCCCCCCCCCCCCCCCCCCCCCCCC(=O)OCC | -16 | -1 | -3 | 0 | 0 | 3
O=C(O)CCCc1c[nH]c2ccccc12 | 8 | -2 | -2 | 9 | 14 | 10
COC(=O)c1ccccc1 | -9 | -6 | -77 | -12 | 19 | -4
CCCCCCCCCCCCOc1ccccc1OC | 18 | -12 | -20 | 8 | -10 | -28
COC(=O)C(C)c1cc2ccccc2[nH]1 (stereo not given) | -9 | -47 | -11 | 1 | -8 | 1
CC1=CCC2(C)CCC(C(C)C)C2(O)CC1 (stereo not given) | -11 | 4 | -17 | -5 | -9 | 15
CCOC(=O)CCCC(=O)N(CC(=O)OCC)Cc1ccccc1 | 12 | 5 | -5 | 13 | 3 | -6
Clc1cc2nnn(C3CCCO3)c2cc1Cl (stereo not given) | -5 | 23 | 10 | -14 | 19 | -16
Cc1ccc(C(=O)Nc2ccc(CP(=O)(O)O)cc2CP(=O)(O)O)cc1NC(=O)c1cccc(N)c1 | -2 | 1 | 0 | 4 | -7 | -1
c1ccc2c(c1)ccc1c[n+]3c4ccccc4ccc3n12 | 86* | 73* | 87* | 68 | 74* | 83*
CCC1CC/C(=N\Nc2ccc([N+](=O)[O-])cc2[N+](=O)[O-])c2ccc3c(C)ccc(C)c3c21 (stereo not given) | 7 | -2 | -14 | -9 | -1 | 7
O=CNn1cn[nH]c1=S | -3 | 9 | 4 | -18 | 2 | 7
O=C1/C(=C/c2ccccc2)CN(C(=O)C(Cl)(Cl)Cl)C/C1=C\c1ccccc1 | 16 | -15 | -1 | -14 | -15 | -2
CC1(C)COC(=O)OC1 | 12 | 15 | 13 | 16 | 18 | 17
C[N+]1(C)CCCC(OCCCCCCCCCCCCCCOC2CCC[N+](C)(C)C2)C1 (stereo not given) | 80* | 98* | 98* | 99* | 88* | 99*
CCC(C)C(N)C(=O)N1CCCC1C(=O)NC(C(=O)O)C(C)CC (stereo not given) | -14 | 1 | 0 | 0 | 8 | -12
CC(=N/NC(=S)NCC(C)C)/C(C)=N\Nc1ccc(Cl)cc1 | 73* | 94* | 73* | 92* | 95* | 92*
CC(C)c1ccc(C2C3=C(N=C4SCC(=O)N42)C(=O)c2ccccc23)cc1 (stereo not given) | 68 | 80* | 83* | 89* | 87* | 42
CCOC(=O)C1=C(C)NC(=O)NC1c1ccccc1 (stereo not given) | -20&15 | 15&-1 | 7&-19 | 4&0 | -7&10 | -8&36
COc1nc(NCCO)nc(OC)n1 | -2 | 5 | -30 | -16 | 3 | -5
Oc1c(Cl)cc(CN(Cc2cc(Cl)c(O)c(Cl)c2)C2CCCCC2)cc1Cl | 99* | 98* | 98* | 98* | 98* | 98*
CCOc1c(Cl)c(Cl)cc(Cl)c1Cl | -13 | 2 | -6 | -2 | 0 | -16
Nc1ccc2ccc(O)cc2c1 | 8&0 | 26&14 | -22&22 | 17&25 | 30&25 | 25&19
